# Giardia killer: kills Giardia lamblia. activity change, % at 7.66 µM, hits read low. Giardia lamblia trophozoite viability. 340,000 tested, 0.15% active; in the data active = activity change below about -80%; inconclusive = between about -30% and that limit;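 note: parasites exposed to compound for two days anaerobically before the ATP read; % is set by controls: 0 for no effect and ±100 for the full control effect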
#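 Compounds were tested on trophozoites seeded at 100 cells/well and held 48 hrs at 37 deg C anaerobically. An ATP-based luminescent kit measured the remaining live cells.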
# NPC1 promoter act: activators of NPC1 promoter; 320,000 tested, 2.4% active; Huh7 NPC1 promoter luciferase reporter, 24 h; Potency, µM (series often up to 9.22 µM), for inactives: at the highest dose activation, hits mostly activators;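 note: potency is the fitted concentration of half-maximal effect; % of control where 0% means no effect; nearly all actives have a fitted effect of over 60% in size; reporter is driven by a mutant NPC1 promoter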
#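 Huh7 reporter cells (NPC1 promoter driving luciferase) are dosed with compound for 24 h at 37 °C, 5% CO2; luciferase detection reagent is then added and luminescence measured after 10 min at ambient temperature.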
# PKM2 activator: activators of human pyruvate kinase M2 | purified PKM2, Kinase-Glo ATP luminescence, activation; response scale: 0% is enzyme alone, no compound | P14618 | AID 1631 | Potency, µM (highest dose often 57.5 µM), for the others: at the highest dose activation, hits mostly activators | 260,000 tested, 0.34% active; note: potency is the fitted concentration of half-maximal effect; % is set by controls: 0 for no effect and ±100 for the full control effect; nearly all actives have a fitted effect of over 55% in size
#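 Purified hPK-M2 (>95%) run at intermediate activity with 0.1 mM ADP and 0.5 mM PEP in 50 mM imidazole pH 7.2, KCl, MgCl2; 1 h room temperature. ATP formed read by Kinase-Glo luminescence; normalized to uninhibited and no-enzyme controls.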
# BRCA1 expr act: increases BRCA1 expression | MCF7-BRCA1-FFLuc reporter, luminescence, 48 h; response scale: scaled: vehicle 0%, 10 µM genistein 100% | Potency, µM (top dose mostly 46.1 µM), without a hit: at the top dose activation, actives largely listed as activators | 380,000 tested, 1.1% active | AID 624202; note: potency is the fitted concentration of half-maximal effect; nearly all actives have a fitted effect of over 80% in size; some results filed as inactive show a strong effect at the top dose
#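 Activators of BRCA1 expression were detected as increased firefly luciferase luminescence in engineered MCF7 cells after 48 h compound incubation. Signals were scaled to genistein 10 microM as full activation.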
# Rab9 promoter act: activators of Rab9 promoter; 320,000 tested, 2.8% active; Potency, µM (doses to about 9.22 µM), inactives show at the highest dose activation, negative = inhibition, actives largely listed as activators; AID 485297; Huh7 Rab9 promoter-luciferase reporter, luminescence, 24 h; note: potency is the fitted concentration of half-maximal effect; % of control where 0% means no effect; nearly all actives have a fitted effect of over 60% in size
#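 Using Huh7 cells stably transfected with Rab9 promoter–luciferase, compounds were incubated 24 h at 37 °C, 5% CO2; luciferase luminescence was read 10 min after reagent addition.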
# ELG1 genotoxic: inducers of genotoxicity in HEK293T ELG1-luciferase cells. 330,000 tested, 1.3% active. HEK293T ELG1-luciferase reporter, luminescence, 16 h. AID 504466. Potency, µM (top dose mostly 46 µM), for the others: at the highest dose activity change, positive = activation, hits mostly activators; note: potency is the fitted concentration of half-maximal effect; % of control where 0% means no effect; nearly all actives have a fitted effect of over 60% in size
#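 DMSO vehicle served as control against compound-treated ELG1-luciferase HEK293T cells; exposure lasted 16 hr at 37 °C and 5% CO2, followed by ONE-Glo luminescence detection after 30 min.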
# VP16 counter: inhibits Gal4-VP16 luciferase reporter, ROR gamma counter-screen; Drosophila S2 Gal4-VP16 UAS-luciferase, luminescence, 20 h; Potency, µM (titrated, usually from 53.6 µM), without a hit: top-dose activity, negative = inhibition, hits mostly inhibitors; 310,000 tested, 3.5% active; AID 2546;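 note: Gal4-VP16 expression switched on by copper sulfate through the metallothionein promoter; potency is the fitted concentration of half-maximal effect; % is set by controls: 0 for no effect and ±100 for the full control effect; nearly all actives have a fitted effect of over 50% in size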
# Menin MLL FP TR: inhibitors of human menin-MLL interaction, mutant MLL peptide; O00255; Menin + Texas Red MLL mutant peptide, fluorescence polarization; Potency, µM (titrated, usually from 61.6 µM), without a hit: at the top dose FP activity change, negative = inhibition, actives largely listed as inhibitors; 270,000 tested, 0.23% active; AID 1768; active = well fitted inhibition curve with a large enough effect in the polarisation, with a control signal flat, not every such curve was filed as active; inconclusive = small, poorly fitted or top-dose-only effect, or effect the other way, or a change in a side signal; inactive = no such curve, though single readings can be large or run the other way; the % refers to the polarisation; note: potency is the fitted concentration of half-maximal effect; % of control where 0% means no effect; many of its hits are not listed in these tables
# FLuc modulator: inhibits or activates purified firefly luciferase, miR-21 counter-screen. P08659. purified FLuc, Km substrates, luminescence inhibition. AID 588342. 360,000 tested, 6.9% active. Potency, µM (doses to about 57.5 µM), without a hit: at the top dose activity change, negative = inhibition, hits mostly inhibitors;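 note: potency is the fitted concentration of half-maximal effect; plate controls were vehicle for no effect and reference inhibitor for full effect; nearly all actives have a fitted effect of over 55% in size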
# Target sequence (P08659 whole entry, looked up): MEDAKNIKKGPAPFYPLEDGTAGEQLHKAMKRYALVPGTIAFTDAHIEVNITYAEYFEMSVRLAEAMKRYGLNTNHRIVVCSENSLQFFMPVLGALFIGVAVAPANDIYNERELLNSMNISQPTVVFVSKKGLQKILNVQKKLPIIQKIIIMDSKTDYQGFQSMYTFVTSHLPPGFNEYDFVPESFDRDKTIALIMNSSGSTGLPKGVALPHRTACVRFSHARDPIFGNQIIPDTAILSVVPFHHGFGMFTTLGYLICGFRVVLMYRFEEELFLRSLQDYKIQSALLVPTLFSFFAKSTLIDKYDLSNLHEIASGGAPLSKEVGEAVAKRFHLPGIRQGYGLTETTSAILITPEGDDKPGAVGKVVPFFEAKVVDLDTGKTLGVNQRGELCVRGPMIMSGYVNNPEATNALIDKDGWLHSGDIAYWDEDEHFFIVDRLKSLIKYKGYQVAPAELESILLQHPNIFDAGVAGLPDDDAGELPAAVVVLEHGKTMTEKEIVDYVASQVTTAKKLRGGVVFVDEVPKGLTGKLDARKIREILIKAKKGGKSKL
#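 Purified P. pyralis luciferase (10nM final) with 10uM D-luciferin and 10uM ATP (Km levels) in 50mM Tris acetate pH 7.5, 10mM Mg acetate, 0.01% Tween-20, 0.05% BSA; qHTS 6-point titration, ~60 µM downward; luminescence read.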
# p53 reactivator: re-activators of mutant p53; H1299 p53-A138V BP100-luciferase reporter, luminescence, 24 h; 320,000 tested, 0.063% active; Potency, µM (doses to about 92.2 µM), for the others: at the top dose activity change, positive = activation, actives largely listed as activators; note: potency is the fitted concentration of half-maximal effect; % of control where 0% means no effect; nearly all actives have a fitted effect of over 45% in size
#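 H1299 (p53-null), stable ts p53-A138V + BP100-Luc; 1000 cells/well, Opti-MEM/10% FBS; cpd 4 pt, 1:5; 24 h, 37 deg C, 5% CO2; detection reagent 10 min RT; luminescence.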
# RORg inh: ROR gamma (mouse) transcription inhibition; Potency, µM (highest dose often 53.6 µM), inactives show at the top dose activity change, negative = inhibition, actives largely listed as inhibitors; Drosophila S2 Gal4-RORgamma UAS-luciferase reporter, 20 h; 310,000 tested, 5.4% active; P51450; note: potency is the fitted concentration of half-maximal effect; % is set by controls: 0 for no effect and ±100 for the full control effect; nearly all actives have a fitted effect of over 60% in size
# Target sequence (P51450 whole entry, looked up, the tested form may be a part): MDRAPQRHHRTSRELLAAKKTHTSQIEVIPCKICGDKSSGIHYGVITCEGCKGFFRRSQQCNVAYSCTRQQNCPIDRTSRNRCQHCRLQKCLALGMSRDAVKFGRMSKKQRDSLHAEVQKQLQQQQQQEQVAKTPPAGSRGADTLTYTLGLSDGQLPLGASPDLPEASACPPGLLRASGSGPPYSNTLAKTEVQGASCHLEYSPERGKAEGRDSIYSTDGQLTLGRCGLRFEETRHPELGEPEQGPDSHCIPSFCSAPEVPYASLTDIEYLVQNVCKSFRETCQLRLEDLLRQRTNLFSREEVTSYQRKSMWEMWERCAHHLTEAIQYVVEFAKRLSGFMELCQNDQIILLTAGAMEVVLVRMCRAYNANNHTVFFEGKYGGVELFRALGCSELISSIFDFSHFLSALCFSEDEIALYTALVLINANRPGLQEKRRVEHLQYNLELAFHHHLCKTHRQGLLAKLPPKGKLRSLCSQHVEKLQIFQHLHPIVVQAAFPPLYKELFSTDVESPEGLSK
#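 Luminescence from a UAS-regulated Photinus luciferase reporter in stably transfected Drosophila Schneider cells is measured; decreased signal marks ROR gamma inhibition. Fusion expression is induced by 700 uM copper sulfate for 20 hr.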
# * hit, by the source's call; ? = inconclusive; · = not tested or not shown; [ ] = another dose, or the depositor's remark. Unless noted, calls come from the whole dose curve; as a rule, active = well fitted curve in the direction sought with a large enough effect; inconclusive = small, poorly fitted or top-dose-only effect, or another doubt; inactive = no such curve, though single readings can be large; an effect the other way counts as inactive or inconclusive. Only part of the results is shown, so the mix of outcomes need not match the whole.
Molecule	p53 reactivator	Menin MLL FP TR	Giardia killer	RORg inh	VP16 counter	PKM2 activator	BRCA1 expr act	NPC1 promoter act	ELG1 genotoxic	Rab9 promoter act	FLuc modulator
O=C(O)CN1C(=O)NC2(CCOc3ccccc32)C1=O (configuration not stated)	-2%	·	?	3%	-12%	2%	-2%	-1%	-1%	9%	5%
O=C(c1cnn2c(C(F)(F)F)cc(-c3cccs3)nc12)N1CCN(C(c2ccccc2)c2ccccc2)CC1	-3%	1%	29	?	-3%	6%	-41%	-8%	-3%	-2%	2%
O=C(CCc1nc2ccccc2s1)NCc1ccccc1F	8%	5%	27	22%	12%	5%	32%	-2%	?	-3%	-4%
CCOc1ccc(N(CC(=O)Nc2cccc(Br)c2)S(C)(=O)=O)cc1	-42%[inhibitor]	?	13	?	-8%	5%	36%	4%	2%	3%	-18%
COc1ccc(OCCCN2CCc3ccccc3C2)cc1	6%	-9%	-11	22%	-7%	4%[11.5 µM]	14%	-2%	-4%	4%	4%
CC1CN(C(=O)N2c3ccccc3Sc3ccccc32)C(C)CC1=O (configuration not stated)	2%	-12%	-24	15%	-6%	-1%	-27%	0%	-6%	9%	2%
COc1ccc(CC(=O)NC(C)c2nnc(SCC(=O)Nc3ccccc3F)n2C)cc1 (configuration not stated)	-4%	2%	4	17%	-5%	-9%	-13%	1%	0%	3%	0%
COC(=O)c1cccc(OCC(O)Cn2cnc3cc(C)c(C)cc32)c1 (configuration not stated)	-2%	-2%	7	31%	?	-1%	-35%	-4%	-4%	0%	6%
CCOCCCn1c(=S)[nH]c2cc(C(=O)NC3CCCCC3C)ccc2c1=O (configuration not stated)	22%	28%	-5	-12%	2%	·	-32%	-3%	?	4%	0%
COc1nccnc1NS(=O)(=O)c1ccc(NC(=S)NC(=O)/C=C/c2ccc(F)cc2)cc1	-4%	21%	-9	?	0%	-5%	4%	-8%	2%	2%	?
O=C(CN1CCOCC1)Nc1cccc(Cl)c1Cl	1%	-9%	-8	-19%	12%	0%	11%	-3%	4%	-1%	0%
CCN1CCCC1CNC(=O)c1csc2c1CCCC2 (configuration not stated)	-8%	-11%	1	-16%	-22%	4%	8%	-1%	0%	-3%	3%
O=C(Nc1nnc(-c2cccs2)o1)c1cccc(Oc2ccccc2)c1	?	1%[11.7 µM]	-17	0.28µM*	0.56µM*	4%	0%	3%	-9%	7%	-16%
CCOC(=O)C1(Cc2cccc(Cl)c2)CCCN(C(=O)c2ccc(COC)s2)C1 (configuration not stated)	-23%	·	16	15%	9%	-4%	-24%	3%	-4%	8%	0%
CC(=O)Nc1ccc(OCCC[n+]2ccccc2)cc1	-2%	12%	-10	4%	3%	-2%	-10%	1%	1%	-4%	-2%
CNC(=O)/C(C#N)=C/c1ccc(-c2nc3ccccc3s2)o1	13%	·	-10	-1%	-1%	-3%	53%	2.8µM*	?	1.4µM*	?
CCCS(=O)(=O)c1c(S(=O)(=O)CCC)c2c(C(N)=O)cccn2c1C(=O)c1ccc(F)cc1	1%	6%	0	0%	-3%	0%	-4%	-4%	0%	9%	-3%
COc1cccc(CN2CC(C(=O)N3CCCCCCC3)CCC2=O)c1 (configuration not stated)	4%	·	5	22%	-5%	·	5%	-2%	0%	-6%	7%
COc1ccc(OC)c(N(CC(=O)Nc2ccccc2)S(C)(=O)=O)c1	-9%	-1%	9	-14%	1%	0%	10%	-1%	2%	-2%	1%
CC(=O)NS(=O)(=O)c1ccc(NC(=O)CSc2ccccc2)cc1	0%	·	9	4%	0%	5%	-10%	-1%	0%	-1%	8%
CCS(=O)(=O)n1nc(-c2ccco2)nc1N	-1%	11%	9	17%	4%	-1%	0%	-3%	5%	-9%	2%
O=C(CO/N=C/c1cccc([N+](=O)[O-])c1)NC1CCCCCC1	2%	-1%	-22	3%	-1%	4%	0%	0%	1%	0%	0%
COc1ccc(CNc2nc3ccccc3n2Cc2ccc(Cl)cc2)cc1OC	-4%	-1%	-6	39%	?	5%	-44%	-1%	0%	-8%	2%
CCOc1ccc(CNC(=O)C(=O)c2cn(CC(=O)N3CCOCC3)c3ccccc23)cc1OC	7%	·	-3	9%	-1%	-3%	23%	2%	5%	8%	-5%
CCCCNc1nc2ccccc2nc1NS(=O)(=O)c1ccc(F)cc1	0%	0%	7	41%	8%	·	-32%	-3%	-9%	-9%	0%
Cc1cc(C)cc(N2C(=O)CN(Cc3ccccc3)C2=S)c1	-7%	28%	-6	-18%	5%	·	-10%	0%	-6%	2%	0%
CC(=O)N(CCc1ccccc1C)Cc1cc2cc3c(cc2[nH]c1=O)OCO3	-1%	-25%	3	3%	-5%[0.365 µM]	2%	-24%	-2%	1%	-2%	4%
CC(Oc1ccc(Cl)cc1)/C(N)=N/O (configuration not stated)	15%	17%	-4	0%	3%	-10%	4%	-1%	0%	1%	1%
COCCn1c(=O)c2c(nc3n2CCCN3CCc2ccc(OC)c(OC)c2)n(C)c1=O	1%	7%	0	-12%	2%	·	-2%	-2%	-7%	6%	0%
CCOC(=O)C1CCN(CCC(=O)Nc2ccc(C)c(C)c2)CC1	-4%	-12%	13	3%	-7%	-3%	-2%	-9%	-2%	0%	4%
Cc1nc(C(F)(F)F)ccc1C(=O)Nc1ccccc1N1CCOCC1	0%	·	-6	0%	6%	-2%	-9%	-3%	0%	15%	0%
Cc1nc(N(CCO)C2CCCCC2)c2nnn(Cc3ccccc3)c2n1	·	-11%	-1	·	·	4%	-32%	1%	2%	-12%	-2%
CCCCNC(=O)CCc1nc2cccnc2n1Cc1ccccc1	-1%	-18%	-1	19%	-3%	·	-10%	-1%	2%	-8%	-2%
CC(C)c1ccc(-c2cc(C(=O)NN3CCN(C)CC3)c3ccccc3n2)cc1	?	-7%	-30	11µM*	14µM*	0%	7%	?	?	?	0.6µM*
CCOc1ccccc1NC(=O)CN(c1ccc(C)cc1)S(=O)(=O)c1c(C)n[nH]c1C	-3%	23%	10	9%	0%	8%	-56%	2%	-10%	0%	6%
CCOC(=O)C1(C)Oc2ccccc2C(c2ccc(OC)cc2)=C1C(=O)OC (configuration not stated)	-4%	-12%	-2	8%	0%	·	-15%	·	-2%	·	·
Cc1cc(Nc2ccc3c(c2)OCCO3)n2nc(C)nc2n1	5%	0%	-25	-13%	9%	0%	-6%	-1%	1%	1%	1%
O=C(Nc1ccccc1N1CCOCC1)C1CCN(S(=O)(=O)c2ccc(F)cc2)CC1	-10%	8%	-21	-5%	-7%	-2%	8%	1%	-1%	1%	1%
Cc1ccc2nc(NCC(N)=O)nc(-c3ccccc3)c2c1	-5%	·	14	12%	-4%	-7%	-11%	-1%	3%	-1%	0%
CN(C)c1ccc(/C=N/Nc2nncc3ccccc23)cc1	?	-4%	?	?	?	-6%	-16%	0.32µM*	0.73µM*	0.32µM*	0.43µM*

# For reference, some entries already given:
Molecule	p53 reactivator	Menin MLL FP TR	Giardia killer	RORg inh	VP16 counter	PKM2 activator	BRCA1 expr act	NPC1 promoter act	ELG1 genotoxic	Rab9 promoter act	FLuc modulator
O=C(O)CN1C(=O)NC2(CCOc3ccccc32)C1=O (configuration not stated)	-2%	·	?	3%	-12%	2%	-2%	-1%	-1%	9%	5%
O=C(c1cnn2c(C(F)(F)F)cc(-c3cccs3)nc12)N1CCN(C(c2ccccc2)c2ccccc2)CC1	-3%	1%	29	?	-3%	6%	-41%	-8%	-3%	-2%	2%

# Single values from the entries so far:
# Reading for CCCCNC(=O)CCc1nc2cccnc2n1Cc1ccccc1 in NPC1 promoter act: -1%
# Reading for Cc1cc(Nc2ccc3c(c2)OCCO3)n2nc(C)nc2n1 in FLuc modulator: 1%
# Reading for O=C(CO/N=C/c1cccc([N+](=O)[O-])c1)NC1CCCCCC1 in PKM2 activator: 4%
# Reading for CCOC(=O)C1(C)Oc2ccccc2C(c2ccc(OC)cc2)=C1C(=O)OC (configuration not stated) in ELG1 genotoxic: -2%
# Reading for Cc1nc(C(F)(F)F)ccc1C(=O)Nc1ccccc1N1CCOCC1 in VP16 counter: 6%

# High-throughput results: PubChem BioAssay, National Center for Advancing Translational Sciences (NCATS)
